# phage Ecoli inh: growth loss of phage-infected E. coli, primary screen, RecBCD inhibitor project, absorbance, with phage, HTS; inhibition, % at 11.9 µM; AID 651602, 2012; hit rate 0.26% among 360,000; in the data active = inhibition above about 11%
# Wnt bcat act: Wnt/beta-catenin pathway activators, primary screen, cell-based, plate reader, single point; Wnt/beta-catenin reporter cell assay, activator; activation, % at 9.35 µM; hit rate 1.2% among 300,000; AID 743398, 2014; in the data active = activation above about 30%, passing the limit was not always enough;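 note: 0% = neutral control wells and 100% = positive control wells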
# Active calls of the source: *. This is a subset (hit frequency here may not be typical).
cpd	phage Ecoli inh	Wnt bcat act	SMILES
1	0.8	-1.1	O=C(NCc1ccc(F)cc1)c1cc(C2CCCCN2S(=O)(=O)c2cccc3cccnc23)on1 (stereo not drawn)
2	1.0	-1.4	CC(=O)N1CCN(Cc2cc(=O)oc3cc(C)cc(C)c23)CC1
3	-1.8	-8.0	COc1ccc(S(=O)(=O)Nc2ccc3c(c2)C(=O)N([C@H](C)CO)C[C@H](C)[C@@H](CN(C)C(=O)Nc2ccc(C(F)(F)F)cc2)OCCCC[C@H](C)O3)cc1
4	2.1	-1.3	COc1ccc(OC)c(CN2C(=O)CN(S(C)(=O)=O)CC2(C)C(=O)NCc2ccccc2)c1 (stereo not drawn)
5	1.2	-2.9	COc1ccc(F)cc1-c1cc(NC=O)c2ncc(-c3cccc(C(=O)N(C)C)c3)n2c1
6	-0.9	-1.5	CC(C)CC(N)c1csc(NC(=O)Nc2ccccc2C(C)(C)C)n1 (stereo not drawn)
7	1.1	-2.2	COc1cc(CNc2cccc3c2S(=O)(=O)N([C@H](C)c2ccccc2)C[C@@H](COCc2ccccc2)O3)cc(OC)c1OC
8	1.6	-1.7	CCCCNC(=O)C1(C)CCN1Cc1ccc(C(=O)OCC)cc1 (stereo not drawn)
9	3.1	-1.6	CC1=CCC[C@@H]2[C@]3(CC/C(=C/CO)CO)CO[C@@]2(C1)[C@@H](O)C[C@H]3C
10	2.7	-0.3	COc1ccc(S(=O)(=O)N2CCCc3nc(C)c(C)cc32)cc1
11	2.3	2.3	CCOC(=O)C1CSCCS(=O)(=O)N1Cc1ccc(Br)cc1 (stereo not drawn)
12	1.2	-2.0	O=C(Nc1ccc(F)cc1)C(CCc1ccccc1)N1CCN(Cc2c(F)cccc2Cl)CC1 (stereo not drawn)
13	-0.9	-2.6	CN1CCn2cnc(C(=O)Nc3ccc(Cl)cc3)c2C1=O
14	-0.2	0.2	CC1(C(=O)NCc2ccco2)CCN1C(=O)C1(c2ccccc2)CC1 (stereo not drawn)
15	2.7	0.0	CSC[C@H]1CN(c2ccc(Br)cc2)C(=O)[C@@H]1CC(=O)Nc1ccccc1
16	-5.6	0.7	CCOc1ccc(-c2nnc(NC(=O)COc3ccccc3F)o2)cc1
17	1.7	-2.1	CCOc1cc(OCC)cc(C(=O)N2CCC[C@H]2C(=O)N2CCC[C@H]2C(=O)N[C@H](C)c2ccccc2)c1
18	1.2	-1.7	COc1ccc(Cl)cc1-c1cc(C(=O)Nc2ccc(Br)cc2)[nH]n1
19	1.9	1.2	C=CCOc1cccn2c(N(C)C(=O)c3ccc(OC)cc3)c(CC)nc12
20	3.0	-6.8	Cn1cccc([N+](=O)[O-])c1=O
21	-2.2	-4.3	Cc1ccc(Cl)cc1NC(=O)CCS(=O)(=O)c1ccc2c(c1)n(C)c(=O)c(=O)n2C
22	2.1	-2.7	O=C(Nc1ccc2c(c1)OCCO2)C1c2ccccc2OCC(=O)N1CCc1ccccc1 (stereo not drawn)
23	3.4	-0.2	CC(C)(C)S(=O)(=O)N1Cc2cc(CO)ccc2[C@@H]1CCO
24	3.2	-1.8	Cc1cccc(S(=O)(=O)NC(=O)C2(C)CCN2C(=O)c2c(C)noc2C)c1 (stereo not drawn)
25	0.2	0.1	COc1cc(-c2cnc3c(NC=O)cc(-c4cccnc4)cn23)cc(OC)c1OC
26	3.2	-3.0	CC(C)(C)NC(=O)C(c1ccnc2ccccc12)n1c(=O)c(-c2cc3ccccc3[nH]2)nc2ccccc21 (stereo not drawn)
27	2.2	10.3	COC(=O)C1=C(C)N(CC(C)C)C(=S)NC1c1ccc(Cl)cc1 (stereo not drawn)
28	-0.3	-0.5	O=C(NCc1ccccc1)c1cc(C2CCCN(C(=O)c3ccc4c(c3)CCO4)C2)on1 (stereo not drawn)
29	1.7	-0.6	COC(=O)CCCCC1=CCC2C(=O)C=C(O)C2C1 (stereo not drawn)
30	1.8	0.2	CCCCC(c1nc2ccccc2[nH]1)n1c(-c2ccccc2)nc2cc(C)c(C)cc21 (stereo not drawn)

# Ordered by value in Wnt bcat act (descending): some entries from above
no. | Compound | Wnt bcat act
30 | CCCCC(c1nc2ccccc2[nH]1)n1c(-c2ccccc2)nc2cc(C)c(C)cc21 (stereo not drawn) | 0.2
25 | COc1cc(-c2cnc3c(NC=O)cc(-c4cccnc4)cn23)cc(OC)c1OC | 0.1
29 | COC(=O)CCCCC1=CCC2C(=O)C=C(O)C2C1 (stereo not drawn) | -0.6

# (further entries)
cpd	phage Ecoli inh	Wnt bcat act	SMILES
31	1.7	3.0	CN(C)c1ccc(CNc2nc3ccccc3n2C)cc1
32	1.8	0.3	CCNC(=O)C1CCCN(C(=O)c2ccc(OC(F)F)cc2)CC1 (stereo not drawn)
33	0.9	2.1	COc1ccc(-c2cc(C(=O)NCc3cccc(C(F)(F)F)c3)[nH]n2)c(C)c1
34	3.0	-4.8	CCc1nc2c(OCc3ccc(C(F)(F)F)cc3)cccn2c1N(C)C(=O)C1CC1
35	4.7	-2.1	CC(C)C[C@H]1CNC(=O)C(=O)N1C[C@@H]1CCCN1C[C@H](Cc1ccc(O)cc1)N1C[C@H](Cc2ccccc2)N(CC2CCCCCC2)C(=O)C1=O
36	0.2	-2.0	O=C(CCn1c(=O)c2cccn2c2cccnc21)NCCCN1CCN(c2ccc(F)cc2)CC1
37	0.3	2.4	O=C(NCc1ccc(C(F)(F)F)cc1)c1ccc(-c2ccc(F)c(F)c2)c2ccoc12
38	2.5	-1.3	Cc1ccc2nc(CN(C)C(=O)[C@H]3O[C@@H](n4cnc(C(N)=O)n4)[C@H](O)[C@@H]3O)[nH]c2c1
39	4.3	0.5	O=C(c1cc(-c2ccncc2)nc2ccccc12)N1CCCC(C(F)(F)F)C1 (stereo not drawn)
40	2.8	-3.2	C[C@H]1CN([C@@H](C)CO)S(=O)(=O)c2ccc(-c3ccccc3)cc2O[C@H]1CN(C)C(=O)C1CCC1

# Entries 23–40 of the list above:
cpd	phage Ecoli inh	Wnt bcat act	SMILES
23	3.4	-0.2	CC(C)(C)S(=O)(=O)N1Cc2cc(CO)ccc2[C@@H]1CCO
24	3.2	-1.8	Cc1cccc(S(=O)(=O)NC(=O)C2(C)CCN2C(=O)c2c(C)noc2C)c1 (stereo not drawn)
25	0.2	0.1	COc1cc(-c2cnc3c(NC=O)cc(-c4cccnc4)cn23)cc(OC)c1OC
26	3.2	-3.0	CC(C)(C)NC(=O)C(c1ccnc2ccccc12)n1c(=O)c(-c2cc3ccccc3[nH]2)nc2ccccc21 (stereo not drawn)
27	2.2	10.3	COC(=O)C1=C(C)N(CC(C)C)C(=S)NC1c1ccc(Cl)cc1 (stereo not drawn)
28	-0.3	-0.5	O=C(NCc1ccccc1)c1cc(C2CCCN(C(=O)c3ccc4c(c3)CCO4)C2)on1 (stereo not drawn)
29	1.7	-0.6	COC(=O)CCCCC1=CCC2C(=O)C=C(O)C2C1 (stereo not drawn)
30	1.8	0.2	CCCCC(c1nc2ccccc2[nH]1)n1c(-c2ccccc2)nc2cc(C)c(C)cc21 (stereo not drawn)
31	1.7	3.0	CN(C)c1ccc(CNc2nc3ccccc3n2C)cc1
32	1.8	0.3	CCNC(=O)C1CCCN(C(=O)c2ccc(OC(F)F)cc2)CC1 (stereo not drawn)
33	0.9	2.1	COc1ccc(-c2cc(C(=O)NCc3cccc(C(F)(F)F)c3)[nH]n2)c(C)c1
34	3.0	-4.8	CCc1nc2c(OCc3ccc(C(F)(F)F)cc3)cccn2c1N(C)C(=O)C1CC1
35	4.7	-2.1	CC(C)C[C@H]1CNC(=O)C(=O)N1C[C@@H]1CCCN1C[C@H](Cc1ccc(O)cc1)N1C[C@H](Cc2ccccc2)N(CC2CCCCCC2)C(=O)C1=O
36	0.2	-2.0	O=C(CCn1c(=O)c2cccn2c2cccnc21)NCCCN1CCN(c2ccc(F)cc2)CC1
37	0.3	2.4	O=C(NCc1ccc(C(F)(F)F)cc1)c1ccc(-c2ccc(F)c(F)c2)c2ccoc12
38	2.5	-1.3	Cc1ccc2nc(CN(C)C(=O)[C@H]3O[C@@H](n4cnc(C(N)=O)n4)[C@H](O)[C@@H]3O)[nH]c2c1
39	4.3	0.5	O=C(c1cc(-c2ccncc2)nc2ccccc12)N1CCCC(C(F)(F)F)C1 (stereo not drawn)
40	2.8	-3.2	C[C@H]1CN([C@@H](C)CO)S(=O)(=O)c2ccc(-c3ccccc3)cc2O[C@H]1CN(C)C(=O)C1CCC1

# The listing continues.
cpd	phage Ecoli inh	Wnt bcat act	SMILES
41	5.6	-23.8	COC(=O)C1=C(C)N(Cc2cccc(C(F)(F)F)c2)C(=NCc2ccc3c(c2)OCO3)NC1c1ccccc1C(F)(F)F (stereo not drawn)
42	0.6	-1.0	C[C@H]1CN([C@@H](C)CO)S(=O)(=O)c2ccc(C#Cc3cccnc3)cc2O[C@@H]1CN(C)C(=O)Nc1ccc2c(c1)OCO2
43	4.9	-1.4	Cc1ccc(S(=O)(=O)N(CCCc2c(C)nc(N)[nH]c2=O)Cc2ccc([N+](=O)[O-])cc2)cc1
44	2.6	-2.1	O[C@@H](Cc1ccccc1)[C@@H](/C=C/c1ccccc1)N(Cc1ccccc1)Cc1ccccc1
45	2.6	-4.9	CC(=O)C1=C(C)N(Cc2ccc(F)cc2)C(=S)NC1c1ccccc1 (stereo not drawn)
46	-1.2	1.1	NC(Cc1ccccc1)c1csc(Nc2ccc(C(=O)NCCO)cc2)n1 (stereo not drawn)
47	-0.4	-2.3	COc1ccc(NC(=O)C[C@H]2C(=O)N(C3CCCCC3)C[C@@H]2c2ccc(OC)cc2)cc1
48	2.0	-2.4	Cc1ccc(S(=O)(=O)NC(=O)C2(C)CCN2C(=O)Cc2ccc(-c3ccccc3)cc2)cc1 (stereo not drawn)
49	0.7	-1.6	O=C(CC[C@H]1O[C@@H](n2ccc(=O)[nH]c2=O)[C@H](O)[C@@H]1O)NCC(c1ccccc1)c1ccccc1
50	2.0	-1.3	O=C(Nc1cc(S(=O)(=O)N2CCOCC2)ccc1N1CCOCC1)c1cccc(Cl)c1
51	0.7	-1.2	CC(C)COC(=O)N(C)C[C@@H]1OCc2cn(nn2)CCCC(=O)N([C@@H](C)CO)C[C@H]1C
52	2.4	-1.4	C[C@@H]1CCCCO[C@@H](CN(C)C(=O)C2CCCCC2)[C@@H](C)CN([C@H](C)CO)C(=O)c2cc(NC(=O)NC3CCCCC3)ccc2O1
53	3.5	-3.3	CC(C)NC(=O)CN1CCN(C(c2cc3ccccc3o2)c2nnnn2C(C)(C)C)CC1 (stereo not drawn)
54	1.7	-3.7	COc1ccc(C=CC(=O)c2ccc(OCc3ccccc3)c(OC)c2)cc1OC
55	4.2	0.1	CCNC(=O)C1(C)CCN(C(=O)c2ccc(OC)cc2)C1 (stereo not drawn)
56	0.7	-0.1	CCOC(=O)[C@]12CCCC=C1N(CCc1ccc(OC)c(OC)c1)C(=O)[C@H](CC(=O)N1CCCC1)C2
57	-0.1	-0.1	CN1[C@@H](COCc2ccccc2)C=CS1(=O)=O
58	3.3	-6.2	CC(C)C[C@H]1CN([C@@H](Cc2ccc(O)cc2)CN2CCC[C@@H]2CN2C(=S)NC[C@@H]2Cc2ccccc2)C(=S)N1CCc1ccccc1
59	-1.0	-2.4	CC(C)=CCCC1=CC[C@H]2[C@@H](C1)C(C(C)C)=CC(=O)[C@@]2(C)O
60	0.9	-3.4	O=S1(=O)CC(N2CCN(Cc3ccccc3F)CC2)CN1Cc1cn(Cc2ccccc2)nn1 (stereo not drawn)
61	0.5	-1.5	COc1ccc(C(=O)N2CCCC(CO)C2)cc1OC1CCN(C(C)C)CC1 (stereo not drawn)
62	0.4	-4.8	COc1cccc(NC(=O)C2(C)CCN2C(=O)Cc2cccc3ccccc23)c1 (stereo not drawn)
63	1.4	-2.7	CC(C)(C)OC(=O)N1CCC[C@@H]1C(=O)N1CCC[C@@H]1C(=O)NCc1ccccc1Cl
64	2.4	-2.8	COc1ccc(NC(=O)c2cc(C3CCCCN3C(=O)c3ccc(NC(C)=O)cc3)on2)c(C)c1 (stereo not drawn)
65	3.8	-3.1	CC(C)C[C@@H]1Cc2[nH]c(=S)[nH]c(=O)c2[C@H](CCc2ccccc2)O1
66	2.1	-2.5	C=CC[C@]12C[C@@]3(O[C@H](C4CCCCC4)N=C3C[C@H](c3ccc(OC)cc3)[C@H]1C)N(Cc1ccncc1)C2=O
67	0.6	0.1	Cc1cccc2c(Cl)cc(=O)[nH]c12
68	2.3	-2.8	CCCNC(=O)C1(C)CCN(C(=O)c2cc(F)ccc2C)C1 (stereo not drawn)
69	5.0	-1.1	Cc1ccc2ccccc2c1C(O)c1ncc(-c2ccccc2Cl)[nH]1 (stereo not drawn)
70	0.7	-3.8	NC(=O)C(NN=C(c1ccccc1)c1ccccc1)c1ccccc1 (stereo not drawn)
71	1.0	-0.1	C[C@H]1CN([C@@H](C)CO)S(=O)(=O)c2ccc(Br)cc2O[C@H]1CN(C)C(=O)c1cccc(F)c1
72	3.5	-4.0	CCCN(CCC)CCNC(=O)Cn1cc2c(n1)-c1c(oc(C(=O)N3CCCC3)c1C)CC2
73	2.6	-1.3	COc1ccc(-c2cc(NC=O)c3ncc(-c4ccc(OC)c(OC)c4)n3c2)c(OC)c1
74	0.9	0.4	Cc1cccc(S(=O)(=O)N(C)C[C@H]2OCc3cnnn3CCCC(=O)N([C@H](C)CO)C[C@@H]2C)c1
75	2.1	-6.1	CCc1ccc(S(=O)(=O)NCc2ccc(C(=O)NCCN(Cc3ccccc3)C(C)C)cc2)cc1
76	-0.2	-4.6	Cc1ccc(S(=O)(=O)NC[C@H]2O[C@@H](n3cnc4c(N)ncnc43)[C@H](O)[C@@H]2O)cc1
77	1.7	3.2	O=C1C=C(OCCF)CC(c2ccc(Br)cc2)O1 (stereo not drawn)
78	2.8	0.5	CCOC(=O)[C@]12CCC=C1N(Cc1ccccc1)C(=O)[C@H](CC(=O)N1CCSCC1)C2
79	2.2	-1.6	COc1cc2c(c3c1c(=O)c1ccccc1n3C)C=CC(C)(C)O2
80	0.4	5.5	COc1ccccc1CCn1cnc(-c2ccc(Br)cc2)c1C(C)C
81	2.8	-1.8	Cc1cc(Cl)ccc1-c1cc2nc(NCCCN(C)C)n(C)c(=O)c2s1
